WRN inhibitor: qHTS for Inhibitors of WRN Helicase; Bifunctional 3'-5' exonuclease/ATP-dependent helicase WRN (Homo sapiens), Q14191; WRN helicase unwinding, fluorescent forked duplex, kinetic; Potency, µM (series often up to 114 µM), for the others: at the highest dose activity change, negative = inhibition, hits mostly inhibitors; 0.46% of 360,000 active; also: potency is read from the fitted curve at half-maximal effect; % is scaled to controls: 0 for no effect and ±100 for the full control effect; nearly all actives have a fitted effect of over 55% in size
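Enzyme (20 nM final) and test compound sit together 15 min at room temperature before substrate addition. Substrate is a single-forked duplex oligonucleotide (100 nM) labelled with fluorophore and quencher, with 2 mM ATP; helicase unwinding raises red fluorescence, read kinetically.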
HEK293 tox: qHTS of GLP-1 Receptor Inverse Agonists: Cytotox Screen | HEK293 cAMP-luciferase reporter cells, luminescence, 24 h | Potency, µM (top dose mostly 38.3 µM), without a hit: at the highest dose activity change, negative = inhibition, actives largely listed as inhibitors | 0.13% of 410,000 active;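 also: loss of luciferase light is scored as toxicity; potency is read from the fitted curve at half-maximal effect; % is scaled to controls: 0 for no effect and ±100 for the full control effect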
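Luminescence readout: signal drop marks cytotoxicity. Plated cells grew 12 h at 37 °C, 5% CO2, received 23 nL compound for 24 h, then got luciferase reagent, read after 12 min at RT.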
D3 antag: qHTS of D3 Dopamine Receptor Antagonist: qHTS; D(3) dopamine receptor (Homo sapiens), P35462; D3R cells, DiscoveRx beta-arrestin luminescence, antagonist mode; active compounds read low; max response, negative = inhibition, %; 2.5% of 360,000 active; AID 652054, 2013; in the data active = max response below about -50%; inconclusive = no clear call, values can overlap the other calls; also: % is scaled to controls: 0 for no effect and ±100 for the full control effect; mostly tested at two doses, the higher about 12 µM
Target sequence (P35462 whole entry, looked up): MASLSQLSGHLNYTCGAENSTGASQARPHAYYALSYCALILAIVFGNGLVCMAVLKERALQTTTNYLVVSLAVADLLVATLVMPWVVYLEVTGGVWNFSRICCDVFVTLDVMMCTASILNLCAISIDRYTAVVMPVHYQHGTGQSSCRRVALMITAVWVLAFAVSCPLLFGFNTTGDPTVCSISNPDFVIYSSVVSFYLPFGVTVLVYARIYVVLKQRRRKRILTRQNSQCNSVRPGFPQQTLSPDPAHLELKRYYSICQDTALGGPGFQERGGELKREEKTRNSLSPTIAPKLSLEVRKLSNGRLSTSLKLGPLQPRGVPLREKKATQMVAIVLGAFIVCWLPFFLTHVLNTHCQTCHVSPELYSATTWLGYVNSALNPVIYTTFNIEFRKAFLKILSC
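Cells expressing the human receptor were seeded at 1500 cells/well, incubated overnight at 37 degrees C in 5% CO2, then exposed to library compounds with dopamine controls for 90 minutes at 37 degrees C before luminescent detection.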
GLP1R inv ag: qHTS of GLP-1 Receptor Inverse Agonists (Inhibition Mode). Glucagon-like peptide 1 receptor (Homo sapiens), P43220. HEK293 GLP-1R CRE-luciferase, luminescence, 24 h; GLP-1R form is constitutively active. Potency, µM (doses to about 38.3 µM), for the others: at the highest dose activity change, negative = inhibition, actives largely listed as inhibitors. 1.6% of 410,000 active; also: potency is read from the fitted curve at half-maximal effect; % is scaled to controls: 0 for no effect and ±100 for the full control effect; nearly all actives have a fitted effect of over 55% in size
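Assay principle: reduced luminescence from a cAMP-responsive reporter in HEK293 cells co-expressing a constitutively active GLP-1R. Conditions: 24 hr compound incubation, 37 deg C, 5% CO2.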
PLK1 PBD inh: qHTS for Inhibitors of PLK1-PDB (polo-like kinase 1 - polo-box domain): Primary Screen; Serine/threonine-protein kinase PLK1 (Homo sapiens), P53350; 2.8% of 360,000 active; AID 720504, 2013; Plk1 PBD binding of FITC phosphopeptide, fluorescence polarization; Potency, µM, without a hit: max response, negative = inhibition, hits mostly inhibitors; also: potency is read from the fitted curve at half-maximal effect; series mostly up to about 57 µM; % is scaled to controls: 0 for no effect and ±100 for the full control effect; nearly all actives have a fitted effect of over 65% in size
Target sequence (P53350 whole entry, looked up, the tested form may be a part): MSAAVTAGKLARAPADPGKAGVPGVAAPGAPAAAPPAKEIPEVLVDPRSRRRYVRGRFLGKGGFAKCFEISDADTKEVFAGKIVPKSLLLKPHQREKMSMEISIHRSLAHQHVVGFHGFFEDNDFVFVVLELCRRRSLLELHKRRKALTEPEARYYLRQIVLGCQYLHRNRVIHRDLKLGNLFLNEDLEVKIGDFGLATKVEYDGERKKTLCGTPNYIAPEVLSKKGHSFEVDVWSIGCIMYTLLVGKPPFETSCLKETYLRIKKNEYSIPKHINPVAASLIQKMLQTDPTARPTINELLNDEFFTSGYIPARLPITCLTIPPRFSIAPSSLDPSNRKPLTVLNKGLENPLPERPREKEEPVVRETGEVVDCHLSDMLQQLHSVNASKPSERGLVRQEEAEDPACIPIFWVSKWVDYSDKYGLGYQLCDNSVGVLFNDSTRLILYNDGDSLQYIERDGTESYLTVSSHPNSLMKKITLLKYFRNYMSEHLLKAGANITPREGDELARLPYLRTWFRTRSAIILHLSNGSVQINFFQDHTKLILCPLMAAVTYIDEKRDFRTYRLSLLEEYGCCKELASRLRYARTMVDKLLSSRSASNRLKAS
D3 ag: qHTS of D3 Dopamine Receptor Agonist: qHTS. AID 652048, 2013. D3R DiscoveRx beta-arrestin cells, luminescence, 90 min. max activation, %. 0.58% of 410,000 active. D(3) dopamine receptor (Homo sapiens), P35462; in the data active = max activation above about 30%; also: 0% is about no effect; mostly tested at two doses, the higher about 12 µM
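Agonist-mode cell screen: cells plated at 1500/well and incubated overnight at 37 °C, then exposed to library compounds for 90 min at 37 °C. Detection reagent was added for 30–60 min at room temperature, and luminescence was read.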
PI5P4Ka inh: qHTS for Inhibitors of phosphatidylinositol 5-phosphate 4-kinase (PI5P4K) | AID 652105, 2013 | Phosphatidylinositol 5-phosphate 4-kinase type-2 alpha (Homo sapiens), P48426 | max response, % | PI5P4Kalpha enzyme, ADP-Glo luminescence, 60 min; active compounds read low | 1.2% of 330,000 active; active = max response of -50% or lower; inconclusive = between -30% and -50%; inactive = -30% or higher; also: value at the top dose of about 77 µM; % is scaled to controls: 0 for no effect and ±100 for the full control effect
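Luminescence from ADP-Glo served as readout of PI5P4Kalpha activity in a qHTS format. Reaction: enzyme, substrate, compound, ATP at 5 microM final, 60 min at RT.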
IL2 activator: qHTS of IL-2 Activators; IL-2 activation reporter assay, cell-based qHTS; stimulated with anti-CD3/CD4/CD28 beads; in transgenic mouse T cells; activation, % (series mostly up to about 46 µM); 0.065% of 360,000 active; in the data active = activation above about 50%; inconclusive = mostly about 30% to 49%; also: 0% is about no effect
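Readout is EGFP and DsRed signal by fluorescent plate cytometry after 18 h at 37 degrees C. Transgenic mouse T cells (750/well) received compound for 60 min before bead stimulation (anti-CD3, anti-CD4, anti-CD28); memory T cells served as non-tolerant control.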
GLP-1R agonist: qHTS of GLP-1 Receptor Agonists. Potency, µM (doses to about 45.6 µM), for the others: top-dose activation, actives largely listed as activators. 0.007% of 380,000 active. HEK293 GLP-1R CRE-luciferase, luminescence, 4-6 h; cells express a hypersensitive GLP-1R form. AID 624172, 2012. Glucagon-like peptide 1 receptor (Homo sapiens), P43220; also: potency is read from the fitted curve at half-maximal effect; % of control where 0% means no effect
Active calls of the source: *; ? = inconclusive; . = not tested or not shown; [ ] = dose if it differs, or a comment. Unless noted, calls follow the shape of the dose curve; as a rule, active = well fitted curve in the direction sought with a large enough effect; inconclusive = small, poorly fitted or top-dose-only effect, or another doubt; inactive = no such curve, though single readings can be large; an effect the other way counts as inactive or inconclusive.

SMILES	WRN inhibitor	HEK293 tox	D3 antag	GLP1R inv ag	PLK1 PBD inh	D3 ag	PI5P4Ka inh	IL2 activator	GLP-1R agonist
Cc1ccc(C)c(C(=O)COc2ccc(C)nc2[N+](=O)[O-])c1	-18.9%	5.7%	-3.4	48.5%[activator]	?	1.3	?	-2.4	-23.4%
Cc1c(C(=O)N2C[C@@H](C)O[C@@H](C)C2)oc2c(F)cccc12	-3.0%	3.1%	-20.3	12.4%	-4.3%	-2.5	-5.9	1.9	10.8%
Cc1nc2nc[nH]n2c(=O)c1NC(=O)c1cccc(OCC(C)C)c1	-1.9%	-1.2%	-23.9	0.5%	-6.3%	-12.9	4.9	-0.6	-8.5%
O=C(CN1CCN(c2ncccn2)CC1)NCCC1=CCCCC1	-2.9%	-20.6%	?	0.0%	2.4%	-4.9	.	-2.7	0.0%
O=C(OCc1ccc(Cl)c(Cl)c1)c1ccc[nH]1	-14.3%	-3.4%	24.8	?	1.3%	7.6	19.8	-0.7	12.4%
COc1ccc(S(=O)(=O)N2CCC[C@H]2C(=O)N2CCC[C@H]2C(=O)N[C@H](C)c2ccccc2)cc1C	-2.1%	-1.3%	-18.0	12.6%	-11.9%	-0.5	0.2	-0.2	1.7%
CCOC(=O)C1CCCN(C(=O)CSc2ccc(Br)cc2)C1 (configuration not stated)	?	-9.3%	-9.9	?	23.8µM*	-2.7	-54.0*	-0.6	6.4%
Cc1cc(Cl)c(S(=O)(=O)NCCC(=O)O)cc1OCC(N)=O	14.7%[57.1 µM]	10.9%	-0.1	18.1%	-10.9%	-2.1	1.4	-1.4	-2.5%
COc1ccc(COC(=O)CCc2c[nH]c3ccccc23)cc1F	5.7%	-0.3%	0.8	?	-4.3%	3.2	11.2	1.2	2.3%
O=C(NNc1cccc(Cl)n1)c1ccc(Cl)cc1Cl	-0.7%	-18.5%	15.7	?	-1.0%	5.8	-1.0	0.4	1.1%
c1ccc2c(c1)nc(N1CCCCCC1)c1nncn12	-7.7%	3.1%	-27.2	2.6%	-5.9%	-2.1	?	0.2	32.7%
COc1ccc(CC(=O)N(Cc2ccccc2)c2ccc(C)cc2)cc1S(=O)(=O)N1CCOCC1	-14.3%	-2.8%	7.8	?	0.5%	3.4	-2.8	-0.5	-0.6%
Cc1cc(C(=O)N2CCC(C)CC2)on1	-5.9%	0.5%	-3.0	6.3%	-25.3%	4.6	-7.8	1.0	-1.3%
O=C1OCCC1=COCCCCCOC=C1CCOC1=O	-2.4%	25.6%	-2.1	5.6%	-4.0%	-2.6	-3.0	-1.8	-2.9%
Cc1ccccc1Sc1c(C#N)c(-c2ccccc2)nn1C	-7.4%	4.9%	-7.4	?	0.3%	-4.1	.	-1.9	-1.0%
NC(=O)c1ccc(/C(N)=N/S(=O)(=O)c2cc(C(F)(F)F)cc(C(F)(F)F)c2)cc1	-3.8%	8.3%	5.2	-17.3%	2.7%	10.5	-1.6	1.0	9.1%
CC(C)c1ccc(NC(=O)CSc2nc(=O)n(CCN3CCOCC3)c3c2CCC3)cc1	4.2%	-9.2%	3.5	7.0%	-2.1%	1.3	-4.1	-0.9	-7.4%
COCc1c(C(=O)OCC(=O)c2ccc[nH]2)oc2ccccc12	9.2%	-2.4%	4.3	?	-14.3%	-0.3	-4.4	0.2	17.4%
N#C/C(=C/c1ccccc1[N+](=O)[O-])C(=O)NCc1ccco1	-20.1%[57.1 µM]	-0.1%[1.53 µM]	15.5	4.0%	8.6%	1.5	-13.5	-0.5	-1.5%
COc1ccc(CNC(=O)C(=O)NCc2cccnc2)cc1	-6.3%	-0.6%	7.8	22.9%	5.5%	-4.4	1.3	0.6	6.3%
COc1cc(N=C2C(=O)N3CCCc4cccc2c43)cc(OC)c1	-22.8%	-4.8%	-1.5	3.2%	?	0.7	2.3	-1.2	-1.6%
CCC(C)NC(=O)CSc1nnc(-c2ccc(Cl)cc2)n1N (configuration not stated)	4.4%	5.5%	-17.2	1.4%	-12.1%	-4.6	-9.0	0.0	-4.2%
CCOc1cc(C(=O)NC2CC(C)(C)NC(C)(C)C2)cc(OCC)c1OCC	1.6%	-4.5%	-5.4	?	-3.9%	2.7	7.7	0.8	-0.4%
C[C@H](NC(=O)c1ccccc1)C(=O)Nc1nc(-c2ccccn2)cs1	-2.6%	-12.3%	16.6	-9.7%	-11.6%	4.1	-0.9	-1.0	2.1%
Cc1nc2ccccn2c1-c1csc(Nc2cccc(O)c2)n1	-14.4%	?	17.7	?	-23.6%	-3.0	-15.5	-2.8	17.3%
Cc1coc2cc3oc(=O)c(CC(=O)N(C)CC(=O)O)c(C)c3cc12	6.2%	8.1%	11.0	1.5%	-6.3%	1.8	4.5	0.1	9.6%
Cc1nn(CC(=O)N2CCOCC2)c(C)c1[N+](=O)[O-]	8.0%	4.3%	2.3	8.9%	-6.2%	0.7	2.6	0.7	-2.2%
Cc1ccc(NC(=O)COC(=O)C2CC3CCCC(C2)C3=O)c([N+](=O)[O-])c1 (configuration not stated)	4.1%	2.8%	-11.3	4.6%	-11.7%	0.6	0.5	-0.3	1.0%
Nc1ccc2nc(SCc3ccccc3F)sc2c1	-14.9%	2.0%	0.3	?	15µM*	16.0	-27.8	0.2	10.3%
C=CCNc1nc(Cl)nc(NC2CCCCC2)n1	-4.1%	8.3%	6.1	-21.5%	6.8%	1.1	8.5	1.3	4.7%

No new results follow: entries from further up.
SMILES	WRN inhibitor	HEK293 tox	D3 antag	GLP1R inv ag	PLK1 PBD inh	D3 ag	PI5P4Ka inh	IL2 activator	GLP-1R agonist
Cc1ccc(NC(=O)COC(=O)C2CC3CCCC(C2)C3=O)c([N+](=O)[O-])c1 (configuration not stated)	4.1%	2.8%	-11.3	4.6%	-11.7%	0.6	0.5	-0.3	1.0%
Nc1ccc2nc(SCc3ccccc3F)sc2c1	-14.9%	2.0%	0.3	?	15µM*	16.0	-27.8	0.2	10.3%
C=CCNc1nc(Cl)nc(NC2CCCCC2)n1	-4.1%	8.3%	6.1	-21.5%	6.8%	1.1	8.5	1.3	4.7%

(further entries)
SMILES	WRN inhibitor	HEK293 tox	D3 antag	GLP1R inv ag	PLK1 PBD inh	D3 ag	PI5P4Ka inh	IL2 activator	GLP-1R agonist
CCc1nnc(NC(=O)CCC(=O)N2CCN(Cc3ccc(OC)c(F)c3)CC2)s1	-2.1%	6.7%	4.0	-5.9%	-4.8%	-1.0	-1.5	0.6	7.7%
CCOC(=O)Cc1csc(NC(=O)CSc2nnnn2-c2ccc(F)cc2)n1	-6.5%	1.0%	15.4	-0.1%	1.3%	4.9	.	-0.2	2.4%
COc1ccc(OCC(=O)Nn2c(-c3cccc(OC)c3)nc3ccccc3c2=O)cc1	-27.7%	8.4%	-29.4	4.2%	-12.8%	-3.0	0.8	-0.4	7.1%
CCn1cc(S(=O)(=O)CC(=O)Nc2cc(C)ccc2C)c2ccccc21	-0.9%	-13.4%	13.7	-24.8%	-8.2%	-1.8	1.7	0.7	-1.3%
Cc1ccc(OCc2cc(=O)n3c(-c4ccccc4)csc3n2)cc1	.	3.7%	.	5.8%	.	-4.0	.	.	-1.5%
CCc1ccc(CN2CCN(c3ncccn3)CC2)cc1	3.9%	-25.9%	?	-24.9%	2.3%	60.6*	-2.4	-0.1	-3.8%
O=C(Nc1ccccc1-c1nnc(SCc2ccccc2)o1)c1ccccc1	0.0%	3.5%	8.2	-4.3%	0.3%	2.6	.	-0.9	-1.6%
CCCCCCN1CC(=O)N2[C@@H](Cc3c([nH]c4ccccc34)C2(C)C)C1=O	1.1%	2.7%	-6.7	?	-11.2%	-4.2	19.0	4.2	5.9%
CC(Oc1ccc(F)cc1)C(=O)Nc1cc(S(=O)(=O)N2CCOCC2)ccc1N1CCN(C)CC1 (configuration not stated)	-1.7%	7.7%	9.1	5.2%	0.5%	-3.9	5.0	-5.1	7.9%
CCCCn1c(N)c(N(CC)C(=O)c2c(C)noc2C)c(=O)[nH]c1=O	-6.5%	2.2%	-3.1	8.1%	-3.6%	0.4	8.8	0.5	2.1%
COC(=O)c1ccc(OC)c(OC2CCCC2)c1	0.1%	13.1%	-19.8	14.9%	-5.7%	0.1	-1.8	1.2	9.9%
Cc1ccccc1-c1cccc([C@@H]2C[C@H]3C(CN2)CON3C)c1 (some centres not stated)	1.3%	-4.9%	16.7	1.3%	-17.2%	-6.5	-2.5	0.2	12.5%
O=C(N/N=C/C(Br)=C\c1ccccc1)c1cccs1	-10.1%	-28.7%	4.3	90.3%[activator]	-9.9%	-5.9	0.0	-4.2	?
COc1ccccc1NC(=O)/C(C#N)=C/c1ccc(OCCN2CCOCC2)c(OC)c1	-5.5%	-7.3%	12.8	9.7%	1.5%	3.2	5.3	-1.6	-11.7%
Cc1cc(SCC(=O)c2ccc(O)c(O)c2)n2nc(C)c(-c3ccccc3)c2n1	-13.3%	?	-4.5	11.2µM*	-7.7%	4.5	-4.8	-2.6	15.7%
Cc1c(C(c2ccccc2Br)c2c(C)n(C)n(-c3ccccc3)c2=O)c(=O)n(-c2ccccc2)n1C	-2.6%	-11.4%	1.2	-2.5%	-3.3%	-4.9	-0.5	-0.5	1.0%
Cc1ccc(C(c2c(C)[nH][nH]c2=O)c2c(C)[nH][nH]c2=O)cc1	-14.6%	7.8%	8.2	10.4%	26.7µM*	2.0	12.8	12.6	-1.8%
N#CCCn1ncc2ccccc21	3.5%	2.6%	8.6	10.9%	-4.8%	0.4	1.4	0.1	-10.7%

High-throughput results deposited in PubChem BioAssay by National Center for Advancing Translational Sciences (NCATS).
